# High-throughput results from PubChem BioAssay.
# Insulin prom inh – TRM-6 insulin promoter activity inhibition | hit rate 0.9% among 130,000 | inhibition, % at 2 µM | TRM-6 cells (human fetal islet line), insulin promoter-eGFP reporter, imaging; reporter expression induced with tamoxifen | AID 1273;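 active = inhibition above the mean plus 3 SD, with well images judged a real hit on visual review, cut at about 60% in these data, passing the limit was not always enough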
# sdo1 growth – sdo1-depleted yeast growth rescue; S. cerevisiae sdo1-depleted JHY4D growth rescue, OD600 30 h; active compounds read high; pdr5 snq2 efflux-pump mutant strain; hit rate 0.21% among 140,000; z-score at 10 µM;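 active = z-score above 3 at both the 24 hr and the 30 hr optical density reads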;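 note: z-score against mean and SD of all compound wells on the same plate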
# sdo1 growth Rescue 24 h – further read-out of sdo1 growth, marked with its call; z-score; S. cerevisiae sdo1-depleted JHY4D growth rescue, OD600; measured here: growth rescue at 24 h;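 0 is the plate mean of compound wells and units are plate SD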
# Numbers without * were called inactive; nt = no result given. Only part of the results is shown; count on the stated rates, not on these rows.
SMILES,Insulin prom inh,sdo1 growth,sdo1 growth Rescue 24 h
COc1cc(SC)ccc1C(=O)OC(C)C(=O)NC1CCCC1 (stereo unspecified),0.0,nt,nt
CCOC(=O)c1cccc(NC(=O)CN2CCN(c3ccc(OC)cc3)CC2)c1,0.0,-1.7,-1.66
O=c1n(S(=O)(=O)c2cccc3cccnc23)c2ccccc2n1S(=O)(=O)c1cccc2cccnc12,nt,-1.06,-1.01
COc1ccc(C2NCCc3cc(OC)c(OC)cc32)cc1OC (stereo unspecified),-13.0,0.69,-0.05
COc1ccc(C(=O)Nc2nncs2)c(OC)c1,nt,0.28,-0.11
Cc1cc(NC(=O)COn2nnc3ccccc32)no1,nt,-0.04,-1.05
CCc1ccccc1N(C(=O)Cn1nnc2ccccc21)C(C(=O)NCCOC)c1ccco1 (stereo unspecified),nt,0.01,0.53
Cc1cc(C(=O)CN2C(=O)CCC2=O)c(C)n1Cc1ccccc1,nt,0.12,0.2
Cc1ccc(NC(=O)/C=C\C(=O)NCC(=O)O)cc1,52.9,nt,nt
CCCc1[nH]n(-c2nc3ccccc3s2)c(=O)c1C=NCC1CCCO1 (stereo unspecified),9.1,0.01,0.06
O=C(c1nc2ccccn2c1CN1CCCC(c2nc3ccccc3o2)C1)N1CCCC1 (stereo unspecified),-4.8,nt,nt
CCC(CC)NC(=O)c1cccc(Br)c1,88.2*,nt,nt
C#CCSc1nnc(-c2sc(-c3ccccc3)nc2C)n1C,-106.7,-0.61,-0.75
CCCCC(CC)COC1(c2ccccc2)OC(=O)c2ccccc21 (stereo unspecified),nt,1.14,1.15
CCCC1C(c2ccco2)NC(c2ccco2)CC1(C)O (stereo unspecified),-57.1,-0.07,-0.24
O=C1CCCC2=C1C(c1ccc(Br)cc1)c1c([nH]c(=S)[nH]c1=O)N2 (stereo unspecified),48.0,0.94,1.27
O=C(O)C1Cc2[nH]cnc2C(c2ccccc2O)N1 (stereo unspecified),11.8,0.65,0.25
O=C(c1ccc2ccccc2n1)N1CCN(c2ccccc2)CC1,-207.4,0.35,0.19
C=CCOc1ccc(/C=N/n2cncn2)cc1OC,71.4,1.37,1.2
Cc1cc(C)nc(N(C#N)Cc2ccccc2)n1,70.0,-0.45,-0.86
Cc1ccc(NCc2nnc(SCc3ccc(C#N)cc3)n2Cc2ccco2)c(C)c1,nt,-2.26,-0.26
Cc1cc(Oc2ccc(C#N)cc2)nc(N2CCOCC2)n1,51.3,-0.28,-0.46
CCCCCCC1CC(=O)NC(=S)N1 (stereo unspecified),-26.7,nt,nt
CSCCC(NC(=O)c1occc1C)C(=O)O (stereo unspecified),42.1,0,-0.6
CC(=O)c1sc(NC(=O)C2(F)C(F)(F)C(F)(F)C(F)(F)C(F)(F)C2(F)F)nc1C,nt,0.73,0.21

# Next records follow.
SMILES,Insulin prom inh,sdo1 growth,sdo1 growth Rescue 24 h
COCCNC(=O)C(c1ccc(C)o1)N(C(=O)c1snc(C(N)=O)c1N)c1ccc(C)cc1 (stereo unspecified),42.9,0.01,-0.56
CCOC(=O)CSc1n[nH]c(NC(=O)c2ccc(F)cc2)n1,25.0,-0.25,-0.75
N#Cc1ccc(NCC(=O)Nc2ccc3c(c2)OCCO3)cc1,-25.0,nt,nt
CN(C)CCCNC(=S)NCc1ccc(Cl)cc1,-2.9,2.07,2.09
COc1ccc2ccccc2c1CN1CCN(C)CC1,-50.0,0.38,0.13
Cc1ccc(S(=O)(=O)N2CCC(C(=O)OC(C)C(=O)NCc3ccc4c(c3)OCO4)CC2)cc1 (stereo unspecified),21.2,0.25,1.06
Cn1c2c(c(=O)n(C)c1=O)C1c3cc(Cl)ccc3OCC1CO2 (stereo unspecified),57.1,-0.43,-1.18
COC(=O)c1ccc(C(=O)OC)c(NC(=O)CSc2ccccn2)c1,nt,-1.61,-1.49
CC(=O)NC1(c2nnnn2CCOC(=O)Nc2ccc(Cl)cc2)CCCCC1,-109.5,0.25,-0.18
COc1cccc(C2C3=C(N=C4SCC(=O)N42)c2ccccc2CC3)c1OC (stereo unspecified),-11.1,-1.45,-1.07
Cc1cc(NCCCn2ccnc2)n2c(nc3ccccc32)c1C#N,28.6,-0.15,-0.32
COc1ccc(N2C(=O)C3CCCN3C2c2ccccc2OC)cc1 (stereo unspecified),nt,-0.24,-0.81
CC(=O)Nc1ccccc1C(=O)C(=O)Nc1ccc(C)c(C)c1,8.1,-0.31,-1.15
Cc1ccc(-n2[nH]c(C)c(/C=N/n3c(C)nc4ccccc4c3=O)c2=O)cc1,7.1,0.25,-0.4
CCCn1c(N)c(Br)c(=O)[nH]c1=O,nt,0.02,-0.74
CC(C)CNC(=O)C1C2C=CC(C2)C1C(=O)O (stereo unspecified),25.0,0.61,-0.02
Cc1ccc(S(=O)(=O)N(C)c2ccc(OCC(=O)Nc3nc4c(ccc5ccccc54)s3)cc2)cc1,10.0,-0.58,0.92
CC1CN(C2CCN(S(=O)(=O)c3ccc4ccccc4c3)CC2)CC(C)O1 (stereo unspecified),nt,-2.02,-1.3
Cc1c(Cl)cccc1NC(=O)CC1SCCNC1=O (stereo unspecified),nt,-0.56,-0.71
O=C(Nc1ccc(N2CCOCC2)cc1)c1cccc(S(=O)(=O)N2CCCCC2)c1,-8.1,1.42,1.09
CCCC(=O)Nc1cccc(NC(=O)c2ccc(C)c([N+](=O)[O-])c2)c1,37.9,0.27,-0.65
Fc1ccc(N2CCN(/C=C/c3nnnn3-c3ccccc3)CC2)cc1,31.2,1.11,1.26
CNC(=O)c1ccc(-n2nc(C)cc2-c2ccccc2)cc1,6.0,0.04,-0.38
COc1ccccc1-c1cc(C(=O)Nc2cccnc2)no1,nt,-0.19,-0.55
CCOC(=O)Cn1c2ccc(OC)cc2c2nc3ccccc3nc21,54.5,-1,-0.89

# More results follow.
SMILES,Insulin prom inh,sdo1 growth,sdo1 growth Rescue 24 h
COC(=O)CCCCC(=O)C1C(=O)CC(C)(C)C(C(=O)OC)C1=O (stereo unspecified),-10.0,0.13,-0.91
CCCCC1(C)OC(=O)C(=Cc2ccc(N(C)C)cc2)C(=O)O1 (stereo unspecified),69.2,0.47,-0.47
CCCn1nc(-c2nnc(-c3ccc(C)c(C)c3)o2)c2ccccc2c1=O,-15.4,-1.78,-1.05
CCC(=O)Nc1cccc(NC(=S)NC(=O)c2ccc(Cl)cc2Cl)c1,-58.6,-0.84,-0.38
C=CCOc1ccc(/C=N/O)cc1Cl,-28.2,-0.5,-1.19
N/C(COc1ccc(Cl)cc1)=N\NS(=O)(=O)c1ccccc1,-83.3,0.12,0.09
COc1ccc2cc(/C=N/NC(=O)c3c(Cl)cnn3C)c(Cl)nc2c1,-25.0,-0.01,0.38
COc1ccc2c(c1)CCC(C)N2S(=O)(=O)c1ccc(C2CNC(=O)C2)cc1 (stereo unspecified),-67.8,0.46,0.81
CCN(CC)CCNC1=NCCn2c1cc1cc(OC)ccc12,-48.1,2.4,0.33
O=C(NCC1COc2ccccc2O1)c1c[nH]c2ccc(S(=O)(=O)N3CCOCC3)cc2c1=O (stereo unspecified),nt,-0.12,0.6
Cc1ccc(-c2ccc(/C=N/N3C(=O)C4C5C=CC(C6CC56)C4C3=O)o2)c([N+](=O)[O-])c1 (stereo unspecified),-35.1,-1.54,-0.91
Nc1nc(NCc2ccccc2)nc(Nc2ccc(F)cc2)c1[N+](=O)[O-],2.3,-0.78,-0.25
CN(C)CCNC(=O)c1c(O)c2c([nH]c1=O)CCCC2,nt,1.19,3.12
CCOc1ccc(NC(=O)CCNS(=O)(=O)c2cccs2)cc1,15.4,0.79,0.94
COc1cc(CCC(=O)OCC(=O)Nc2cccc(S(=O)(=O)N(C)C)c2)cc(OC)c1OC,25.0,0.92,0.78
CCOC(=O)CSc1cc(C(F)(F)F)nc(-c2ccccn2)n1,0.0,-0.64,-1.25
COC(=O)c1sccc1NC(=O)CSCCc1ccccn1,23.5,nt,nt
O=C(O)CCCC(=O)N1CCN(c2cccc(Cl)c2)CC1,3.9,0.82,-0.02
CC(=O)c1cc2c(cc1NC(=O)c1cc3nc(C(C)C)cc(C(F)(F)F)n3n1)OCO2,nt,0.19,0.03
COc1ccc(CNC(=O)c2nnn(-c3cccc(C(F)(F)F)c3)c2N)cc1,0.0,nt,nt
CC1(C)CC2CN(C(=O)Cc3ccccc3)C(C)(C2)C1 (stereo unspecified),-52.9,nt,nt
O=C(NC(=S)Nc1ccc(S(=O)(=O)N2CCCCC2)cc1)c1cccs1,-26.7,0.78,0.78
O=C(/C=C/c1ccc(OC2CSC2)cc1)c1ccccc1,10.7,-1.42,-1.22
Cc1cc(C)c2nc3s/c(=C/c4ccc5c(c4)n(C)c(=O)n5C)c(=O)n3c2c1,nt,0.4,-0.15
O=C(NCc1cccs1)c1ccc(S(=O)(=O)N2CCOCC2)cc1,0.0,nt,nt

# Among those listed so far, seven have two or more sulfur atoms:
SMILES,Insulin prom inh,sdo1 growth,sdo1 growth Rescue 24 h
O=c1n(S(=O)(=O)c2cccc3cccnc23)c2ccccc2n1S(=O)(=O)c1cccc2cccnc12,nt,-1.06,-1.01
C#CCSc1nnc(-c2sc(-c3ccccc3)nc2C)n1C,-106.7,-0.61,-0.75
Cc1ccc(S(=O)(=O)N(C)c2ccc(OCC(=O)Nc3nc4c(ccc5ccccc54)s3)cc2)cc1,10.0,-0.58,0.92
CCOc1ccc(NC(=O)CCNS(=O)(=O)c2cccs2)cc1,15.4,0.79,0.94
COC(=O)c1sccc1NC(=O)CSCCc1ccccn1,23.5,nt,nt
O=C(NC(=S)Nc1ccc(S(=O)(=O)N2CCCCC2)cc1)c1cccs1,-26.7,0.78,0.78
O=C(NCc1cccs1)c1ccc(S(=O)(=O)N2CCOCC2)cc1,0.0,nt,nt

# Further compounds follow:
SMILES,Insulin prom inh,sdo1 growth,sdo1 growth Rescue 24 h
CCSc1nnc(NC(=O)c2ccc(C)cc2)s1,-38.7,-0.46,-0.43
C/C(=N\O)C(C)Oc1ccc(Cl)cc1 (stereo unspecified),-18.5,nt,nt
O=C(NNc1c(Cl)cc(Cl)cc1Cl)C1CCC1,13.3,-0.17,-0.17
C/C(=N\NC(=O)C1CCCN(S(=O)(=O)c2ccccc2)C1)c1cccnc1 (stereo unspecified),-4.3,0.97,0.27
O=C(Nc1ccccc1N1CCCCC1)c1ccccc1F,-61.5,-0.6,0.09
CCc1nnc(NS(=O)(=O)c2ccc(N/C=C\C(=O)c3cccc(OC)c3)cc2)s1,0.0,nt,nt
Cc1ccc(OCc2ccoc2C(=O)O)cc1C,-58.6,-0.49,-2.15
CCCOc1ccccc1C1NC(=O)NC(C)=C1C(=O)OCCOCC (stereo unspecified),0.0,0.49,1.56
COc1cc2c(cc1NC(=O)Nc1ccc(C)cc1)oc1ccccc12,-28.6,-0.94,-0.19
Cn1c(=O)c2c(ncn2CC(=O)OCC(=O)Nc2ccccc2)n(C)c1=O,-29.4,nt,nt
COCCOC(=O)/C=C1/NC(=O)CS1,7.9,0.04,-0.39
COc1ccc(S(=O)(=O)N2CCC(N3CCN(Cc4ccccc4)CC3)CC2)cc1,-16.7,nt,nt
O=C(CCN1CCN(c2ccccc2F)CC1)Nc1ccccc1F,57.1,-0.32,-0.31
COc1cccc(C(=O)Nc2cccc(-c3ccc4nncn4n3)c2)c1OC,8.3,nt,nt
CC(C(=O)OCc1nnc(-c2ccccc2)o1)N1C(=O)C2CCCCC2C1=O (stereo unspecified),-14.3,nt,nt
O=C(O)c1ccc(-n2nnnc2Oc2ccccc2C(=O)N2CCOCC2)cc1,35.1,0.35,0.04
CCSCCc1nnc(NC(=O)Nc2cccc(C(F)(F)F)c2)s1,nt,-0.28,0
CCN(CC)C(=O)n1cnc(-c2ccccc2)c1-c1ccccc1,-64.3,-0.41,-0.12
CC(C)n1c(N2CCN(C(=O)Nc3ccc(F)cc3F)CC2)nc2ccccc21,20.0,1.04,-0.2
CCOC(=O)c1cnc2ccc(C(=O)OC)cc2c1NCCN1CCOCC1,nt,0.21,0.08
Cc1ccccc1N(C(=O)Cc1cccs1)C(C(=O)NC1CCCCC1)c1cn(C)nc1C (stereo unspecified),nt,1.18,1.79
O=C(Nc1cccc2ncccc12)c1ccc(-c2ccc(Cl)cc2Cl)o1,16.7,-0.54,0.41
COc1cccc(/C=N/Nc2cc(-n3nc(C)cc3-c3ccccc3)ncn2)c1O,-18.5,-1.04,-0.21
CC(C(=O)N1CCN(C2c3ccccc3-c3ccccc32)CC1)N1C(=O)c2ccccc2C1=O (stereo unspecified),0.0,-1.42,-0.63
CC12CN(Cc3ccccc3)CC(C)(CN(Cc3ccccc3)C1)C2=NO,-3.2,0.29,0.3

# Remaining list, next part.
SMILES,Insulin prom inh,sdo1 growth,sdo1 growth Rescue 24 h
CC(C)(C)NC(=O)c1ccnc(C(C)(C)C)c1,nt,1.12,1.49
CCCCCOc1ccc(C(=O)NCC2(c3ccccc3)CCOCC2)cc1,-13.3,-1.11,-0.39
CC(C)(C)n1nnnc1CN1CCN(C(c2ccccc2)c2ccccc2)CC1,6.7,-1.82,-1.05
CCOc1cc(/C=C/c2cc(C(=O)O)c3ccccc3n2)ccc1OC,21.4,1.17,0.85
CCN(CC)C(=O)Oc1cc(=O)n(C)c2ccccc12,30.8,-0.03,-0.48
CCC(=O)Nc1nc(C)c(-c2csc(Nc3ccc(S(=O)(=O)Nc4cc(C)on4)cc3)n2)s1,20.0,1.37,0.84
COC(=O)c1ccc(N(CC(=O)NC2CCCC2)C(=O)CNC(=O)c2ccco2)cc1,nt,0.37,-0.6

# Reprinted from the results shown, 2 compounds:
SMILES,Insulin prom inh,sdo1 growth,sdo1 growth Rescue 24 h
CC(C)(C)n1nnnc1CN1CCN(C(c2ccccc2)c2ccccc2)CC1,6.7,-1.82,-1.05
CCOc1cc(/C=C/c2cc(C(=O)O)c3ccccc3n2)ccc1OC,21.4,1.17,0.85
